Compound activity from PubChem.
Rpn11 inh – Rpn11 (PSMD14) deubiquitinase inhibitors, primary screen, biochemical, fluorescence polarization, uHTS; 26S proteasome non-ATPase regulatory subunit 14 (Homo sapiens), O00487; human 26S proteasome, Ub4-pepOG fluorescence polarization; 20S core pre-blocked with epoxomicin; calls only at 20 µM; hit rate 0.59% among 360,000;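 active means inhibition at 20 µM, scaled to each plate's controls, above about 33%, limit read from the data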
Target sequence (O00487 whole entry, looked up): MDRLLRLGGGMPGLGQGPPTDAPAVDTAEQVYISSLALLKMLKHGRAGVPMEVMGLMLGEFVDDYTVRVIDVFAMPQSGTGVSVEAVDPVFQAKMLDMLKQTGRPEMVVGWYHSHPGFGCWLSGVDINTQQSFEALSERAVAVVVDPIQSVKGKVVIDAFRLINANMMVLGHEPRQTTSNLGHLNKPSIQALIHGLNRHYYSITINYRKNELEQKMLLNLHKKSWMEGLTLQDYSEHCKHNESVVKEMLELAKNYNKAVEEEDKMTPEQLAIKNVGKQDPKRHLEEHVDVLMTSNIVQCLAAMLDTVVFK
TbMetRS inhib – T. brucei MetRS inhibitors, primary screen, biochemical, luminescence; methionyl-tRNA synthetase (Trypanosoma brucei brucei); purified T. brucei MetRS, ATP depletion, Kinase-Glo luminescence; inhibition, % at 11.9 µM; hit rate 0.4% among 360,000; AID 624268, 2012;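 active means inhibition above a per-plate cutoff of the control wells' mean inhibition plus 3 SD, cut at about 5.5% in these data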;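 further: 0% = DMSO wells median and 100% = median of wells with control inhibitor compound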
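Material: T. brucei methionyl-tRNA synthetase, purified; reagent: substrates ATP, L-methionine and bulk Escherichia coli tRNA; dosing: 11.9 µM single point; timing: 15 min plus 2 h at 25 °C; detection: luminescence of leftover ATP; evaluation: % inhibition; control set: DMSO-only wells as low control; replicates: singlicate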
STEP block – STEP phosphatase inhibitors, primary screen, biochemical, fluorescence intensity, uHTS; recombinant STEP, OMFP fluorogenic substrate; Tyrosine-protein phosphatase non-receptor type 5 (Homo sapiens), P54829; hit rate 0.25% among 360,000; inhibition, % at 20 µM;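 active means inhibition at 20 µM, scaled per plate between control wells, above about 37%, limit read from the data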;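 further: 0% = DMSO with enzyme and substrate and 100% = substrate only without enzyme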
Target sequence (P54829 whole entry, looked up): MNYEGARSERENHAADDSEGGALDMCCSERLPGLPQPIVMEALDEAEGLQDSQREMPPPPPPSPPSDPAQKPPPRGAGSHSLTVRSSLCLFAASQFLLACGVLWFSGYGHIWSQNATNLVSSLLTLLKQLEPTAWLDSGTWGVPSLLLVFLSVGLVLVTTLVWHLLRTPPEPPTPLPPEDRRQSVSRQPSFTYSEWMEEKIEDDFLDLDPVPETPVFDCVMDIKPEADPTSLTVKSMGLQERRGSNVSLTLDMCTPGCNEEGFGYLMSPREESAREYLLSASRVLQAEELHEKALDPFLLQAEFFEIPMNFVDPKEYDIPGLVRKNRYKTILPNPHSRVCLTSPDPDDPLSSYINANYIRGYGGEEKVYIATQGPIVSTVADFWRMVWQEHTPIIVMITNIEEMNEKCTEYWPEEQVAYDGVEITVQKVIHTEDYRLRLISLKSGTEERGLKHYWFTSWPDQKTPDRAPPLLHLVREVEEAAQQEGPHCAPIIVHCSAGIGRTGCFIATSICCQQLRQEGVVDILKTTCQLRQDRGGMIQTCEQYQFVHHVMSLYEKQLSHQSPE
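material = STEP tyrosine phosphatase | reagent = fluorogenic phosphatase substrate OMFP at 25 µM final | doses = single compound dose of 20 µM, 1% DMSO final | schedule = 20 min reaction, room temperature, in the dark | measured by = fluorescence, 480/540 nm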
SUMO1 PPI mod – modulators of SUMO1 protein-protein interactions, primary screen, biochemical, uHTS; inhibition, % at 20 µM; SUMO1 binding to a labelled peptide, TR-FRET, 1 h; hit rate 0.33% among 360,000; Small ubiquitin-related modifier 1 (Homo sapiens), P63165; in the data active means inhibition above about 37%
DNMT1 block – human DNMT1 methyltransferase inhibitors, primary screen, biochemical, molecular beacon, fluorescence, HinP1I cleavage, uHTS | inhibition (reported as % activation of signal), % at 10 µM | DNA (cytosine-5)-methyltransferase 1 (Homo sapiens), P26358 | hit rate 0.83% among 360,000; in the data active means inhibition above about 50%
Scp1 inh – Scp-1 phosphatase inhibitors, primary screen, biochemical, colorimetric, uHTS | Carboxy-terminal domain RNA polymerase II polypeptide A small phosphatase 1 (Homo … | Recombinant Scp1, phosphopeptide, malachite green phosphate absorbance | inhibition, % at 20 µM | hit rate 0.88% among 340,000 | AID 493091, 2011;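 active means inhibition above about 50% at 20 µM, limit read from the data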;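 further: plate controls were DMSO wells with enzyme for no effect and wells lacking enzyme for full effect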
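Assay system: SCP-1 catalytic fragment, aa 76-261 | Buffer or medium: Tris acetate buffer pH 5.5 with MgCl2 and Tween-20 | Compound: One concentration, 20 µM, with 1.0% DMSO | Also added: Phospho 17-mer peptide substrate | Signal: Absorbance at 630 nm | Incubation: 45 min enzyme reaction at room temperature | Measure: % inhibition of SCP-1 phosphate liberation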
CSN deneddyl inh – inhibitors of CSN-mediated cullin deneddylation, primary screen, biochemical, fluorescence polarization, uHTS | COP9 signalosome complex subunit 5 (Homo sapiens), Q92905 | Purified CSN, SCF-Nedd8-OG deneddylation | inhibition, % at 12.5 µM | hit rate 0.38% among 360,000 | AID 651999, 2013;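 active means pattern-corrected inhibition above about 35%, with an unprinted fluorescence ratio check between 0.5 and 1.5, limit read from the data, passing the limit was not always enough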;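 further: 0% = enzyme with substrate and 100% = substrate without enzyme; some results filed as inactive read as strong as hits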
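Material: purified human Csn5 enzyme expressed in HEK293T cells / Medium: Tris buffer pH 7.5, NaCl, DTT, Tween-20, trehalose, ovalbumin / Compound dosing: 12.5 µM single point / Schedule: 90 min incubation of compound, enzyme and substrate at room temperature / Signal: fluorescence polarization of the substrate / Control set: no-enzyme wells high, enzyme-with-substrate wells low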
MLLE-PAM2 inh – inhibitors of PABP1 MLLE–PAM2 peptide binding, primary screen, biochemical, fluorescence polarization, FITC-PAM2, GST-MLLE; Polyadenylate-binding protein 1 (Homo sapiens), P11940; inhibition, % at 20 µM; hit rate 0.36% among 360,000; AID 588489, 2011; in the data active means inhibition above about 35%, passing the limit was not always enough;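 further: plate controls were DMSO wells with GST-MLLE for no effect and wells lacking GST-MLLE protein for full effect; some results filed as inactive read as strong as hits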
LMPTP block – LMPTP phosphatase inhibitors, primary screen, biochemical, fluorescence intensity, uHTS; Low molecular weight phosphotyrosine protein phosphatase (Homo sapiens), P24666; recombinant LMPTP-A, OMFP fluorogenic substrate; inhibition, % at 20 µM; hit rate 0.22% among 360,000; AID 651560, 2012;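 active means compounds that cut the enzyme signal by at least half of the control window in the single-dose screen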;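 further: plate controls were DMSO wells with enzyme plus substrate for no effect and substrate without enzyme for full effect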
Target sequence (P24666 whole entry, looked up): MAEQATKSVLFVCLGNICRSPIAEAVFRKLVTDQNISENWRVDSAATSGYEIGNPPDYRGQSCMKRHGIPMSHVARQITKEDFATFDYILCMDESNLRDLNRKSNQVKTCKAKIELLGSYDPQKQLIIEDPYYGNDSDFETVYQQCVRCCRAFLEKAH
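Test system: LMPTP-A phosphatase enzyme; input: 0.625 nM LMPTP-A final; reagent: OMFP substrate, 400 µM final; compound dosing: 20 µM single dose, 3% DMSO; incubation: 50 min dark incubation at room temperature; measured by: endpoint fluorescence intensity from OMFP dephosphorylation; measure: % inhibition relative to no-enzyme and uninhibited control wells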
NadD inh – inhibitors of S. aureus NadD, primary screen, biochemical, colorimetric, uHTS; Nicotinate-nucleotide adenylyltransferase NadD (Staphylococcus aureus N315); purified NadD enzyme, colorimetric absorbance read-out; inhibition, % at 20 µM; hit rate 0.78% among 360,000; AID 602399, 2012; in the data active means inhibition above about 26%; further: some compounds past the cut are filed as inactive
* = called active by the depositor; i = inactive; / = not tested or not shown; + = active, no number. Compounds were not picked by outcome (roughly 3.6% active in at least one column).

mol | LMPTP block | SUMO1 PPI mod | STEP block | TbMetRS inhib | MLLE-PAM2 inh | Scp1 inh | DNMT1 block | Rpn11 inh | NadD inh | CSN deneddyl inh
COc1ccc([C@@H]2C[C@H]3[C@@H](CN2S(=O)(=O)c2ccccc2)C(=O)C[C@@H](c2ccccc2F)N3S(=O)(=O)c2ccc(C)cc2)cc1 | 1.3 | 5 | 0 | 0.1 | 1 | / | -2 | i | 15 | 1
CSCCC(NC(=O)c1ccccc1Cl)C(=O)OCC(=O)N1CCCC1=O (centres undefined) | -0.5 | -8 | -2 | -0.2 | 10 | -3 | -2 | i | 1 | -1
CSc1ccccc1NC(=O)c1c(C)noc1C | -1.3 | 1 | 2 | 1.1 | 10 | -9 | 1 | i | -3 | 4
O=C(c1ccc(Cl)c(S(=O)(=O)N2CCCCCC2)c1)N1CCN(c2ccccc2O)CC1 | 0.3 | 1 | -1 | -1.4 | -3 | -7 | -5 | i | 5 | 5
O=C(CCCN1C(=O)c2cccnc2C1=O)Nc1ccc(Br)cc1 | 0.2 | -8 | -1 | -1.4 | 1 | 6 | -1 | i | -2 | 1
CC1CCN(CCC(=O)Nc2ccc3c(c2)CCC3)CC1 | -0.3 | 0 | 0 | -0.6 | 3 | -2 | 2 | i | -6 | -2
O=c1[nH]c(=O)c2nnc(N/N=C/c3ccccc3F)nc2[nH]1 | -0.3 | -26 | -2 | -0.2 | -13 | 1 | 1 | i | -8 | -2
O=C(COc1ccc(S(=O)(=O)NCc2ccccc2)cc1)NCc1cccnc1 | -1.9 | -1 | -2 | 0.1 | 1 | 2 | 1 | i | 3 | -4
CC(C)c1ccc(S(=O)(=O)N2CCC(C(=O)NCC3(N(C)C)CCCCC3)CC2)cc1 | -9.4 | -16 | -4 | -0.2 | -9 | -12 | 2 | i | 0 | -2
O=C(c1cnn2c(C(F)F)cc(C3CC3)nc12)N1CCOCC1 | -1.1 | 5 | 1 | -0.8 | 0 | 0 | -1 | i | 4 | 0
COc1nc(Nc2nc3ccccc3c(=O)[nH]2)nc2ccc(C)cc12 | 5.0 | 47* | 3 | -0.8 | -27 | -9 | 48 | + | -3 | 8
COc1cc(C(C)=O)ccc1OC(=O)C(C)N1C(=O)c2ccccc2C1=O (centres undefined) | -1.5 | 0 | 2 | 0.2 | 9 | -12 | 3 | i | 2 | 2
CC1CC(=O)N(CC(=O)N2CCCC2)c2ccccc2S1 (centres undefined) | -1.1 | 1 | 0 | -0.1 | -2 | -4 | 3 | i | 3 | 3
CCOc1ccc(Nc2nc(N3CCCCC3)nc(N3CCCCC3)n2)cc1 | 1.7 | -5 | 1 | 0.1 | 5 | 6 | 7 | i | 10 | 2
O=C1N[C@@H](Cc2c[nH]c3ccccc23)COC(=O)[C@@H](Cc2ccc(F)cc2)C/C=C\C[C@H]1CC(=O)N(CCO)Cc1ccccc1 | 2.4 | 3 | -2 | -0.4 | -5 | -6 | -18 | i | 3 | 1
Nn1c(SCc2ccc(F)cc2)nnc1-c1ccncc1 | -1.3 | 0 | -3 | -0.3 | -45 | -7 | 6 | i | -2 | -4
O=C(NCc1cccs1)C12CC3CC(CC(C3)C1)C2 | 1.0 | -4 | 2 | -0.2 | 6 | 2 | 0 | i | -9 | 6
O=C(O)CN1C(=O)/C(=C\C(Br)=C\c2ccccc2)SC1=S | 1.1 | 1 | 9 | -0.6 | 23 | 4 | 41 | i | 2 | 34
O=C(NCCc1c[nH]c2ccccc12)C(F)(F)F | -2.5 | -1 | 1 | -0.9 | -9 | -7 | -10 | i | 0 | -5
CCCC(c1nnnn1CC1CCCO1)N1CCN(c2nc3ccccc3s2)CC1 (centres undefined) | 0.1 | 0 | -8 | -0.6 | 5 | -5 | -2 | i | -2 | 0
CCN1CNC(=S)N(c2ccccc2C)C1 | -0.7 | -1 | -1 | -0.7 | -81 | -8 | 0 | i | -7 | 1
O=c1c2c(nc3n1CCCCC3)sc1c(O)c(Br)ccc12 | -2.1 | 6 | 1 | -1.3 | 9 | -3 | -1 | i | -7 | -7
Cc1ccc(NCc2nnc(SC(C)C(=O)N/N=C/c3ccc(C)o3)n2-c2ccccc2)cc1 (centres undefined) | -0.6 | -1 | 4 | 0.1 | -3 | -5 | -1 | i | -5 | 5
O=C(CS(=O)(=O)Cc1ccccc1)c1ccccc1 | 0.0 | 5 | 0 | 0.2 | 8 | / | 2 | i | 0 | 1
COc1cc(C2C(C#N)=C(N)OC3=C2C(=O)CC(C)(C)C3)ccc1OC(=O)N1CCOCC1 (centres undefined) | -1.7 | 1 | 4 | -0.6 | 5 | -6 | 5 | i | -2 | 1
CCOC(=O)N1CCN(C(=O)CN(c2ccccc2OC)S(=O)(=O)c2ccc(C)cc2)CC1 | -1.5 | -3 | 0 | -1.4 | -10 | 0 | 2 | i | -5 | 2
O=C(CNC(=O)c1ccc(F)cc1)NCc1ccc(Cl)cc1 | 0.1 | 3 | -1 | 0.5 | 0 | -3 | -1 | i | -4 | -3
Cc1cccc(CN2C[C@]34CC[C@@H](C[C@@H]3S2(=O)=O)O4)c1 | -0.8 | 2 | 0 | -0.3 | -7 | -4 | 7 | i | -4 | -2
COC(=O)C1Sc2[nH]c(=O)sc2C(c2ccc(Cl)cc2)C1C(=O)OC (centres undefined) | -1.9 | 4 | 1 | -0.3 | 19 | -6 | 0 | i | 1 | 2
Cc1cccc(C)c1OCCCN1CCCC1 | -0.7 | -2 | 0 | 0.9 | 1 | 0 | 1 | i | 4 | 2
Oc1c(Br)cc(Cl)cc1C=Nc1ccccc1Br | -0.8 | -1 | -2 | -0.5 | 23 | -9 | 2 | i | -2 | -3
COc1ccc(O)c(/C=C(\C#N)C(=O)Nc2cccnc2)c1 | -2.2 | -25 | -3 | -0.8 | -77 | -7 | -8 | i | -2 | 4
COc1ccc(-c2nnc(SCC(=O)N/N=C/c3ccccc3C(=O)O)n2-c2ccccc2)cc1 | 0.8 | 9 | -2 | -1.2 | -7 | 5 | 10 | i | 6 | -4
CC(=O)Nc1ccc(OCC(O)CN2CCCCC2C)cc1 (centres undefined) | 0.5 | 1 | 1 | 0.5 | -1 | -4 | -1 | i | 0 | 5
COc1ccc(Cl)cc1NC(=O)Nc1ccccc1C(N)=O | 0.4 | 2 | -3 | -0.8 | -12 | -10 | -4 | i | -1 | -4
O=C1NC[C@H](CCCCN2C[C@H](Cc3ccc(O)cc3)N(CCc3ccccc3)C(=O)C2=O)N(CCc2ccc(O)cc2)C1=O | -1.6 | -5 | / | -1.1 | / | / | / | / | 7 | -2
O=c1[nH]nc(-c2n[nH]c(=O)o2)o1 | -1.5 | 0 | 2 | -0.4 | 3 | -13 | 4 | i | -5 | 1
COc1ccc(CC(=O)NCc2ccccc2)cc1OC | -1.3 | 0 | 1 | -2.1 | 4 | -2 | -3 | i | 6 | -3
Cc1nn(Cc2ccc([N+](=O)[O-])cc2)c(=O)n1-c1cccc(F)c1 | -0.7 | -33 | -2 | -1.0 | 11 | -22 | 0 | i | -4 | 0
CC1(c2nnnn2Cc2ccccc2)CCC(=O)N1Cc1cccc(C(F)(F)F)c1 (centres undefined) | 0.1 | -3 | / | -1.2 | / | / | / | / | -5 | -1

Reprinted at random: two records from the list.
mol | LMPTP block | SUMO1 PPI mod | STEP block | TbMetRS inhib | MLLE-PAM2 inh | Scp1 inh | DNMT1 block | Rpn11 inh | NadD inh | CSN deneddyl inh
COc1ccc(Cl)cc1NC(=O)Nc1ccccc1C(N)=O | 0.4 | 2 | -3 | -0.8 | -12 | -10 | -4 | i | -1 | -4
Cc1nn(Cc2ccc([N+](=O)[O-])cc2)c(=O)n1-c1cccc(F)c1 | -0.7 | -33 | -2 | -1.0 | 11 | -22 | 0 | i | -4 | 0

Structural class, the compounds so far with an NH in an aromatic ring.
mol | LMPTP block | SUMO1 PPI mod | STEP block | TbMetRS inhib | MLLE-PAM2 inh | Scp1 inh | DNMT1 block | Rpn11 inh | NadD inh | CSN deneddyl inh
O=c1[nH]c(=O)c2nnc(N/N=C/c3ccccc3F)nc2[nH]1 | -0.3 | -26 | -2 | -0.2 | -13 | 1 | 1 | i | -8 | -2
COc1nc(Nc2nc3ccccc3c(=O)[nH]2)nc2ccc(C)cc12 | 5.0 | 47* | 3 | -0.8 | -27 | -9 | 48 | + | -3 | 8
O=C1N[C@@H](Cc2c[nH]c3ccccc23)COC(=O)[C@@H](Cc2ccc(F)cc2)C/C=C\C[C@H]1CC(=O)N(CCO)Cc1ccccc1 | 2.4 | 3 | -2 | -0.4 | -5 | -6 | -18 | i | 3 | 1
O=C(NCCc1c[nH]c2ccccc12)C(F)(F)F | -2.5 | -1 | 1 | -0.9 | -9 | -7 | -10 | i | 0 | -5
COC(=O)C1Sc2[nH]c(=O)sc2C(c2ccc(Cl)cc2)C1C(=O)OC (centres undefined) | -1.9 | 4 | 1 | -0.3 | 19 | -6 | 0 | i | 1 | 2
O=c1[nH]nc(-c2n[nH]c(=O)o2)o1 | -1.5 | 0 | 2 | -0.4 | 3 | -13 | 4 | i | -5 | 1
